# Compound activity as filed in PubChem BioAssay.
# LYP inhibition – inhibitors of LYP phosphatase, biochemical, fluorescence intensity, uHTS (AID 1779) | recombinant LYP phosphatase, fluorescence intensity; higher % means a stronger effect | one-dose inhibition, % at 11.5 µM; IC50 in µM for titrated hits | hit rate 0.054% among 290,000; in the data active = inhibition above about 50%;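 also: plate controls were vehicle with enzyme for no effect and no enzyme for full effect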
# K1F lysis inhibition – protection from phage-mediated lysis, alamar blue read-out – E. coli UTI89, K1F phage, bacterial capsule biogenesis inhibitors (AID 488966). E. coli UTI89 K1F phage lysis, alamar blue, 2 h; higher % means a stronger effect. one-dose inhibition, % at 100 µM; IC50 in µM for titrated hits. hit rate 0.02% among 340,000;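 active = phage lysis inhibition, versus mean bacterial control, above a set limit; inconclusive = no clear call, values can overlap the other calls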;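 also: capsule biogenesis inhibitors block K1F phage lysis so surviving cells raise fluorescence; higher fluorescence means more inhibition of phage lysis; actives were called in the ten point dose series up to 300 µM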
# AID2073 – disruptors of CaV2.2 binding to Mint1 – biochemical, HTRF (AID 2073); inhibition, % at 20 µM, or IC50 in µM where a hit was titrated; hit rate 0.19% among 290,000; HTRF protein-protein interaction, Mint1-CaV2.2; higher % means a stronger effect; in the data active = inhibition mostly above about 51%, no sharp cut-off; inconclusive = no clear call, values can overlap the other calls; inactive = mostly below about 53%; also: some results filed as inactive read as strong as hits
# RSV CPE inhibition – RSV antiviral activity via CPE protection, HEp-2 cells, primary 10 µM value included (AID 2391); HEp-2 cells, RSV-induced CPE inhibition; higher % means a stronger effect; CPE inhibition, % at 10 µM; hits with a dose series show IC50 in µM; hit rate 0.13% among 310,000; in the data active = a potency from the dose series; inconclusive = CPE inhibition mostly from about 23% at the one dose, without a potency; inactive = the rest, 99 in 100 with CPE inhibition below about 21%; also: strong numbers were not always called active
# GPR35 arrestin U2OS – GPR35 antagonists blocking zaprinast-driven arrestin recruitment, primary screen, imaging, U2OS, beta-arrestin-GFP, zaprinast agonist (AID 2058); U2OS GPR35 beta-arrestin-GFP translocation imaging, zaprinast antagonism; higher % means a stronger effect; inhibition, % at 10 µM; hits with a dose series show IC50 in µM; hit rate 0.052% among 290,000;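 active = inhibition of at least 50% with at least 30 cells and total cytoplasm GFP at most 10,000,000; inconclusive = under 30 cells or total GFP of 10,000,000 plus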
# WT yeast gro inh – growth inhibition of WT yeast, mitochondrial fusion screen; mitochondrial fusion phenotypic screen, WT strain; inhibition, % at 10 µM; hit rate 2.1% among 190,000; in the data active = inhibition above about 58%; tested in S. cerevisiae
# NTR1 ag – agonists of NTR1, primary screen, imaging, U2OS cells, beta-arrestin-GFP, high content (AID 493036); P30989; NTR1-U2OS beta-arrestin-GFP spot imaging, agonist mode; activation, % at 20 µM; hit rate 0.17% among 330,000;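 active = activation at or above 40% of the spot to cytoplasm intensity ratio, with at least 20 cells analyzed; inconclusive = wells under 20 cells, flagged as cytotoxic or low count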;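 also: 0% = DMSO without peptide and 100% = 100 nM NTR1 peptide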
# Target sequence (P30989 whole entry, looked up): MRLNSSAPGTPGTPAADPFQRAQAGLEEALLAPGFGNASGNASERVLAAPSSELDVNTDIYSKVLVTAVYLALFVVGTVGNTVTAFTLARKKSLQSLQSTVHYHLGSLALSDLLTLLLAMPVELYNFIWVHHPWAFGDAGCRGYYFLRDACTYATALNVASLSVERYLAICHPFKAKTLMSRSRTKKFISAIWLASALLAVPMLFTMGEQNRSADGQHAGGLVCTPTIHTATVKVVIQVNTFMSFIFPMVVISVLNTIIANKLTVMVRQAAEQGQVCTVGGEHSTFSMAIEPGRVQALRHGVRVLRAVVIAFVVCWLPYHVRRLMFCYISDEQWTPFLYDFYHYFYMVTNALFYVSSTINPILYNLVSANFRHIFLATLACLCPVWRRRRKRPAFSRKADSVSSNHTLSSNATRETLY
# NS5 inhibitors – Dengue-2 NS5 methyltransferase inhibitors, primary screen, biochemical, confirmation dose response (AID 588689); Dengue-2 NS5 methyltransferase capping enzyme assay, biochemical; higher % means a stronger effect; inhibition, % at 25 µM; hits with a dose series show IC50 in µM; hit rate 0.3% among 340,000; in the data active = a potency from the dose series; inconclusive = inhibition above about 29% without an active follow-up result
# Autophagy mod – autophagy modulation, high-content screen; MEF GFP-LC3 puncta imaging; test concentration mostly 10 µM; calls only at 10 µM (by protocol); hit rate 0.98% among 190,000; AID 463193;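 active = percentage of spot-positive cells more than 3 SD above its plate mean, without a fluorescence outlier flag or 80% toxicity; inconclusive = no clear call, values can overlap the other calls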;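 also: spot-positive cell cutoff set from DMSO-treated cells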
# WT yeast gro inh mutant strain – also measured in WT yeast gro inh; calls as there; inhibition, %; mitochondrial fusion phenotypic screen, mutant strain inhibition
# Autophagy mod cell loss 18 h – also measured in Autophagy mod; calls as there; toxicity, %; measured here: cell loss, nuclei count;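 cell loss after 18 h compound exposure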
# NTR1 ag cell count 20 µM – recorded beside NTR1 ag, whose call it bears; cell count; measured here: cell count, cytotoxicity flag
# NS5 inhibitors pilot replicate – recorded beside NS5 inhibitors, whose call it bears; inhibition, %; measured here: pilot screen replicate inhibition
# Numbers without * were called inactive; i = inactive; ? = inconclusive; · = not tested or not shown; [ ] = remark or other dose.
SMILES,LYP inhibition,K1F lysis inhibition,AID2073,RSV CPE inhibition,GPR35 arrestin U2OS,WT yeast gro inh,WT yeast gro inh mutant strain,NTR1 ag,NTR1 ag cell count 20 µM,NS5 inhibitors,Autophagy mod,Autophagy mod cell loss 18 h,others
CCCCNS(=O)(=O)c1ccc2nc(SCC(=O)Nc3cccc(F)c3)[nH]c2c1,-5%,0.0%,3%,0.8%,-10%,6,-7,1.4,33,-10%,i,-12,
CCOC(=O)CCNC(C)C1COc2ccccc2O1 (stereo not given),-2%,1.2%,4%,2.1%,10%,-2,18,1.3,53,1%,i,-10,
COC(=O)c1ccc(NS(=O)(=O)c2cc3c4c(c2)C(C)C(=O)N4CCC3)cc1 (stereo not given),·,0.9%[50 µM],·,8.8%,·,·,·,0.8,66,-9%,·,·,
Cc1ccc(N2CCN(CC(O)COC3CCCCC3)CC2)cc1 (stereo not given),-7%,0.0%,0%,0.6%,9%,7,-4,-1.4,80,-2%,i,-4,
O=C(N/N=C/c1cccnc1)c1ccc(NC(=O)c2ccc(Cl)cc2)cc1,-6%,-1.2%,?,0.0%,26%,·,·,-0.9,39,-2%,·,·,
COc1ccc(-n2nc(C(=O)NCC(=O)N3CCN(C)CC3)c3ccccc3c2=O)cc1OC,-1%,0.4%,2%,0.9%,4%,-3,-21,-1.7,88,0%,i,11,
Fc1ccc(-c2csc3ncnc(Nc4ccc(N5CCOCC5)cc4)c23)cc1,-4%,3.0%,-1%,2.0%,7%,38,-6,-0.5,55,-1%,i,5,
Cc1nn2c(C)c(C(=O)Nc3ccccc3)cnc2c1-c1ccccc1,1%,-2.2%,1%,18%,-12%,·,·,1.6,46,2%,·,·,
Cc1cccc(C)c1NC(=O)c1ccc([N+](=O)[O-])s1,-8%,-0.6%,-1%,-0.3%,-1%,-23,-7,7.1,78,6%,i,28,
COc1ccc(NC(=O)CN(C)C(=O)C2CSC3(C)CCC(=O)N23)cc1 (stereo not given),·,0.6%[50 µM],·,0.5%,·,·,·,2.4,66,-10%,·,·,
COc1cc(/C=N/Nc2ncnc3sc4c(c23)CCC4)ccc1O,-3%,0.0%,-2%,·,-3%,8,11,·,·,-8%,i,-1,
CCOC(=O)C(CC)/C(C)=N\NC(=O)c1cccc(C)c1 (stereo not given),-7%,0.3%,-3%,0.4%,13%,-13,10,0.3,33,-4%,i,-8,
Cc1ccc(NC(=O)C2CCCN(C(=O)NCc3ccccc3)C2)c(C)c1 (stereo not given),-6%,0.2%,12%,2.4%,4%,·,·,1.7,49,-1%,·,·,
CCC(C)NC(=O)COc1ccc(OCc2ccccc2)cc1 (stereo not given),0%,-0.1%,-4%,11%,3%,19,-15,-0.3,43,-5%,i,15,
COc1ccc(Cl)cc1-c1nc(SCC(=O)NC2CC2)n[nH]1,-4%,0.3%,-11%,0.4%,1%,5,-1,-0.3,82,·,i,2,
COC(=O)c1ccc2nc(-c3ccc(S(C)(=O)=O)cc3)cn2c1,-10%,0.0%,14%,-0.1%,14%,-5,-10,1.2,64,0%,i,13,
COCCNC(=O)c1ccc(C(=O)NCCOC)s1,0%,-0.1%,13%,0.8%,4%,-6,-6,0.2,58,-2%,i,-3,
O=C(NNC(=S)NCc1ccco1)c1ccc(S(=O)(=O)N2CCOCC2)cc1,-7%,0.3%,-6%,4.5%,8%,-6,-11,0.6,54,-1%,i,-8,
COc1cc(C(=S)N2CCCCC2)ccc1OCC(=O)N1CCCC1,-4%,0.3%,-5%,0.5%,-7%,-2,-10,-0.9,54,-5%,i,-6,
COc1ccc2[nH]c(=O)c(CN(Cc3cccs3)S(=O)(=O)c3cccc4nsnc34)cc2c1,16%,-0.9%,49%,2.8%,15%,9,21,10,68,-8%,i,9,

# A draw from above in order of heavy-atom count, lowest first.
SMILES,LYP inhibition,K1F lysis inhibition,AID2073,RSV CPE inhibition,GPR35 arrestin U2OS,WT yeast gro inh,WT yeast gro inh mutant strain,NTR1 ag,NTR1 ag cell count 20 µM,NS5 inhibitors,Autophagy mod,Autophagy mod cell loss 18 h,others
COc1ccc(Cl)cc1-c1nc(SCC(=O)NC2CC2)n[nH]1,-4%,0.3%,-11%,0.4%,1%,5,-1,-0.3,82,·,i,2,
Cc1nn2c(C)c(C(=O)Nc3ccccc3)cnc2c1-c1ccccc1,1%,-2.2%,1%,18%,-12%,·,·,1.6,46,2%,·,·,
Cc1ccc(NC(=O)C2CCCN(C(=O)NCc3ccccc3)C2)c(C)c1 (stereo not given),-6%,0.2%,12%,2.4%,4%,·,·,1.7,49,-1%,·,·,

# Additional results follow.
SMILES,LYP inhibition,K1F lysis inhibition,AID2073,RSV CPE inhibition,GPR35 arrestin U2OS,WT yeast gro inh,WT yeast gro inh mutant strain,NTR1 ag,NTR1 ag cell count 20 µM,NS5 inhibitors,Autophagy mod,Autophagy mod cell loss 18 h,others
CSc1nc2c(cc1C#N)CCCCC2,-1%,-1.0%,3%,1.9%,-12%,11,9,3.3,60,-5%,i,3,
CCC(C)NCCOCCOc1ccc(F)cc1 (stereo not given),-4%,-0.5%,4%,0.6%,1%,13,-15,-0.9,90,4%,i,8,
O=C(CSc1nnc(NC(=O)C2CC2)s1)Nc1ccccc1,-10%,0.2%,-7%,7.0%,8%,·,·,3.1,68,-2%,·,·,
COc1ccc(OC)c(/C=C2\SC(=S)N(C(C(=O)O)c3ccccc3)C2=O)c1 (stereo not given),-2%,-0.2%,2%,0.4%,-9%,·,·,-0.4,60,-26%,·,·,
CCCNC(=O)CN(C)S(=O)(=O)c1c(C)cc(C)cc1C,-12%,0.3%,11%,0.8%,-5%,7,1,-0.6,46,-3%,i,11,
COc1ccc(C(C)C)cc1S(=O)(=O)NCCCn1ccnc1,-11%,0.1%,-4%,0.9%,-3%,·,·,-0.4,57,1%,·,·,NS5 inhibitors pilot replicate=-3.1
COc1ccc(C2CCCN2C(=S)Nc2c(C)cccc2C)cc1OC (stereo not given),-1%,0.2%,-12%,1.9%,2%,14,15,1.1,57,-5%,i,6,
Cn1c(=O)c2c(ncn2CCOc2ccc(Br)cc2)n(C)c1=O,-7%,0.0%,4%,5.0%,6%,·,·,-2.1,38,4%,·,·,
COc1cc(/C=N/NC(=S)Nc2cccnc2)cc(OC)c1O,2%,0.5%,-13%,0.6%,-4%,-8,13,-0.9,57,-4%,i,-5,
COCCNC(=O)C(c1ccc(C)cc1)N(C(=O)CCC(=O)Nc1ccccn1)c1ccc(C)cc1 (stereo not given),-10%,-0.2%,5%,2.2%,11%,·,·,-1.2,66,-10%,·,·,
Cn1ccnc1C(=O)c1ccc(Cl)c(S(=O)(=O)N2CCOCC2)c1,-8%,-0.1%,-4%,-0.1%,-3%,·,·,-1.5,43,2%,·,·,
COc1cc(-c2nc(S(=O)(=O)c3ccc(C)cc3)c(N(C)C)o2)cc(OC)c1OC,-3%,3.8%,-4%,2.7%,-6%,6,-14,2.4,50,-7%,i,-2,
CC(Oc1ccc(Cl)cc1Cl)C(=O)N(Cc1ccco1)C1CCS(=O)(=O)C1 (stereo not given),-2%,-0.2%,1%,1.9%,-3%,11,26,-0.6,49,-2%,i,-6,
CCCCOc1ccc(/C=C/C(=O)OCC(=O)NC2CCS(=O)(=O)C2)cc1OCC (stereo not given),·,0.4%[50 µM],·,-1.0%,·,·,·,-0.1,64,-4%,·,·,
COc1ccc(C)cc1N(C(=O)COc1cccc(F)c1)c1nc2ccccc2s1,9%,0.4%,11%,10%,6%,36,10,0.4,80,3%,i,1,
COc1cccc2cc(C(=O)N3CCc4ccccc4C3)c(=O)oc12,-6%,-0.1%,9%,0.3%,-10%,-2,4,-1.2,33,2%,i,7,
COc1cccc(NC(=O)COC(=O)CCCc2c[nH]c3ccccc23)c1,-3%,6.6%,0%,3.2%,22%,12,-6,-1.9,70,-8%,i,-3,
Cc1ccc(SCCNC(=O)/C=C/c2ccc(Cl)cc2)cc1,-7%,1.8%,-5%,0.2%,-8%,11,3,2.4,64,-1%,i,-6,
CN1CCN(S(=O)(=O)c2ccc(NC(=O)C3CCCCC3)cc2)CC1,-4%,-1.2%,-1%,0.8%,-1%,5,6,-0.9,33,1%,i,6,
NNc1ccc(Cl)c(C(=O)O)c1,-7%,0.2%,-20%,0.1%,4%,·,·,0.5,54,0%,·,·,
CCOC(=O)CC(NC(=O)Cn1nnc(-c2ccccc2Cl)n1)c1ccc(OC)cc1 (stereo not given),-4%,0.3%,2%,1.7%,1%,14,12,-0.8,84,-5%,i,-27,
COc1ccccc1NC(=S)N(CCCN(C)C)Cc1cc2cc3c(cc2[nH]c1=O)OCO3,1%,-0.6%,-20%,-2.8%,8%,-11,-7,-0.2,34,-13%,i,13,
COc1ccccc1N1CCN(C2CCCN(C(=O)c3cccc(-c4ccco4)c3)C2)CC1 (stereo not given),-3%,0.0%,-7%,2.1%,-1%,·,·,-0.8,95,-9%,·,·,
CCc1ccc(C(=O)C(C)OC(=O)c2nn(C)c(=O)c3ccccc23)cc1 (stereo not given),·,0.1%[50 µM],·,0.2%,·,·,·,5.2,74,0%,·,·,
Cc1cc(Cl)ccc1OCC(=O)Nc1nc(-c2cccs2)cs1,2%,0.9%,11%,?,5%,60*,-4.4*,8.7,50,-6%,i,6,
CCC(C)(C)NC(=O)C(c1ccc(OC)cc1)N(C(=O)CCC(=O)Nc1cc(C)on1)c1ccccc1OC (stereo not given),-5%,-0.1%,3%,2.0%,6%,·,·,-0.7,55,-8%,·,·,
COc1ccc(S(=O)(=O)N(CC(=O)NCc2ccncc2)c2cc(C)cc(C)c2)cc1OC,-6%,0.2%,-7%,1.4%,14%,·,·,-1.1,51,-8%,·,·,
Cc1ccc2nc(N(CCCN(C)C)C(=O)c3ccc(S(=O)(=O)N(C)C)cc3)sc2c1,0%,4.5%,-1%,0.1%,12%,-9,-6,-2.1,43,-7%,i,-1,
CC(C(=O)NC(C)(C)C)N(C(=O)CS(=O)CC(=O)Nc1ccc(F)cc1)c1ccccc1F (stereo not given),-14%,-0.1%,17%,2.9%,2%,-5,5,0.6,58,-3%,i,9,
COc1ccc(-c2cc(C(=O)N/N=C/c3sccc3C)c3ccccc3n2)c(OC)c1,0%,5.3%,13%,9.4%,21%,20,9,1.3,53,-4%,i,36,
O=C(Nc1ccccc1O)N1c2ccccc2Sc2ccccc21,-6%,0.3%,8%,4.2%,2%,·,·,-0.1,48,-10%,·,·,NS5 inhibitors pilot replicate=-0.3
O=C(O)c1ccccc1NCc1ccco1,-4%,0.2%,10%,0.7%,4%,·,·,1.3,96,-2%,·,·,
CC1CCc2c(sc(NC(=O)c3ccc(-c4ccccc4[N+](=O)[O-])o3)c2C#N)C1 (stereo not given),-5%,1.2%,-12%,?,-6%,-2,-1,6.1,53,-3%,i,6,
